GLS inhibitor: blocks human kidney-isoform glutaminase activity. 410,000 tested, 0.21% active. Potency, µM (series often up to 45.5 µM), inactives show at the highest dose activity change, negative = inhibition, hits mostly inhibitors. AID 624170. O94925. GLS enzymatic activity, qHTS titration; note: potency is the fitted concentration of half-maximal effect; % is set by controls: 0 for no effect and ±100 for the full control effect
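Coupled fluorescence readout: glutamate oxidase/HRP/Amplex Red detect glutamate formed by hKGA from L-glutamine (1 mM solution added). Buffer 45 mM KH2PO4 pH 8.2, 0.02% Tween-20; reads at t0 and 30 min RT.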
Pol eta inh: inhibitors of human DNA polymerase eta. Q9Y253. recombinant Pol eta, fluorescent DNA replication assay. Potency, µM (series often up to 114 µM), without a hit: at the top dose activity change, negative = inhibition, actives largely listed as inhibitors. 390,000 tested, 1.2% active. AID 588591; note: potency is the fitted concentration of half-maximal effect; % is set by controls: 0 for no effect and ±100 for the full control effect
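Fluorescent replication assay: 50 nM final substrate added after a 15 min room-temperature compound preincubation with 10 nM enzyme. Signal taken at 0 min and again at 10 min.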
PI4K2A inh: blocks human PI4K2A kinase activity | purified PI4K2A, ADP-Glo luminescence, 1 h; stronger effect = lower value | 420,000 tested, 0.13% active | Q9BTU6 | activity change, negative = inhibition, % at 76.9 µM; in the data active = activity change below about -50%; inconclusive = mostly about -30% to -49%;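 note: -100% = wells without enzyme as full effect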
Target sequence (Q9BTU6 whole entry, looked up): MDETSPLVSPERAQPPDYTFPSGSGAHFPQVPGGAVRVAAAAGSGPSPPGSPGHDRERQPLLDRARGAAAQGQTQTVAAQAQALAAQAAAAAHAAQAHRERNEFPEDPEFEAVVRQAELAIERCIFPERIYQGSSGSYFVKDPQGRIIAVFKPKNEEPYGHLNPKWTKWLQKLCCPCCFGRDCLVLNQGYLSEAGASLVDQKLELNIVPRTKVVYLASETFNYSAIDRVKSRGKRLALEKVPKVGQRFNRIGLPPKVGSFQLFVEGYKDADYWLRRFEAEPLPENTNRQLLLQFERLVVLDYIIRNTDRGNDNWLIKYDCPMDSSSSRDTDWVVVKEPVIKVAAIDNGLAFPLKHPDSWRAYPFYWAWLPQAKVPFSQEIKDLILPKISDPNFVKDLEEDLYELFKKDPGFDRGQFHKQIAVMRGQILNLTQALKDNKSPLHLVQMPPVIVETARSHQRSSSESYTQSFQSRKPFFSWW
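PI4K2A activity was measured by ADP-Glo luminescence: enzyme (4 ug/mL stock) and phosphatidylinositol (1.2 mM stock) in Tris pH 7.5/MgCl2/EGTA/Triton X-100 buffer were reacted with ATP (300 microM stock) for one hour at ambient temperature.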
JMJD2A Tudor: blocks the human JMJD2A Tudor domain. O75164. AlphaScreen JMJD2A-Tudor / H3K4me3 peptide binding. Potency, µM (titrated, usually from 114 µM), without a hit: top-dose activity change, negative = inhibition, usual class: inhibitors. 390,000 tested, 4.4% active. AID 504339; note: potency is the fitted concentration of half-maximal effect; % is set by controls: 0 for no effect and ±100 for the full control effect; nearly all actives have a fitted effect of over 50% in size
Pin1 inhibitor: blocks the human prolyl isomerase Pin1 | Q13526 | Pin1 FP peptide displacement, HiFluor488, 10 min | Potency, µM (highest dose often 115 µM), inactives show top-dose activity, negative = inhibition, hits mostly inhibitors | 390,000 tested, 0.009% active | AID 504891; active = well fitted inhibition curve with a large enough effect in the polarisation, with a control signal flat, not every such curve was filed as active; inconclusive = small, poorly fitted or top-dose-only effect, or effect the other way, or a change in a side signal; inactive = no such curve, though single readings can be large or run the other way; the % refers to the polarisation; note: potency is the fitted concentration of half-maximal effect; % is set by controls: 0 for no effect and ±100 for the full control effect
Target sequence (Q13526 whole entry, looked up): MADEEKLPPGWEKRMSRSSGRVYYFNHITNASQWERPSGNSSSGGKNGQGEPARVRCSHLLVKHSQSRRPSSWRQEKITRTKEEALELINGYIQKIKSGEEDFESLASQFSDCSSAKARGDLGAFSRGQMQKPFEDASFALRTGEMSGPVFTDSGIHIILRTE
PGK inhibitor: inhibitors of T. brucei phosphoglycerate kinase | PGK/GAPDH coupled, Kinase-Glo luminescence, 60 min | Potency, µM (top dose mostly 57.5 µM), inactives show at the top dose activity change, negative = inhibition, actives largely listed as inhibitors | 380,000 tested, 0.043% active | AID 602233; note: potency is the fitted concentration of half-maximal effect; % is set by controls: 0 for no effect and ±100 for the full control effect; nearly all actives have a fitted effect of over 60% in size
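Recombinant glycosomal PGK reaction used 1,3-bisphosphoglycerate generated in-well by GAPDH (100nM final) in 100mM TEA pH 7.6, 5mM MgCl2, 0.01% Tween-20. After 60 minutes at room temperature, ATP was read by Kinase-Glo Plus luminescence end-point.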
BAZ2B block: inhibitors of human BAZ2B bromodomain; Q9UIF8; AlphaScreen BAZ2B-H3K14Ac peptide displacement; Potency, µM (titrated, usually from 114 µM), inactives show at the highest dose activity change, negative = inhibition, most hits filed as inhibitors; 360,000 tested, 4.4% active; AID 504333; note: potency is the fitted concentration of half-maximal effect; % is set by controls: 0 for no effect and ±100 for the full control effect; nearly all actives have a fitted effect of over 60% in size
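Complex of BAZ2B and biotin-H3K14Ac (50 nM apiece) forms over 30 min at RT, then faces library compounds up to 110 uM for another 30 min; AlphaScreen beads added, 20 min dark incubation, luminescence read.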
HP1b binding inh: HP1-beta chromodomain-methylated histone interaction inhibition | AID 540317 | AlphaScreen HP1-beta / biotin-H3K9me3 peptide binding | Potency, µM (top dose mostly 114 µM), for inactives: top-dose activity change, negative = inhibition, hits mostly inhibitors | 390,000 tested, 0.56% active; note: potency is the fitted concentration of half-maximal effect; nearly all actives have a fitted effect of over 70% in size; inactives centre near 23
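Compound inhibition of the preformed complex between 50 nM HP1-beta and 50 nM biotinylated H3K9me3 peptide was read by AlphaScreen. Buffer was PBS pH 7.4 with 0.01% Tween-20. Incubations ran 30 min at room temperature, with 10 ug/mL donor/acceptor beads.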
G9a block: inhibitors of human histone lysine methyltransferase G9a | Q96KQ7 | Potency, µM (series often up to 102 µM), inactives show at the highest dose activity, negative = inhibition, actives largely listed as inhibitors | 350,000 tested, 8.8% active | G9a H3K9 monomethylation, AlphaScreen, 2 h; note: potency is the fitted concentration of half-maximal effect; % is set by controls: 0 for no effect and ±100 for the full control effect; nearly all actives have a fitted effect of over 75% in size
Target sequence (Q96KQ7 913-1193 limits assumed): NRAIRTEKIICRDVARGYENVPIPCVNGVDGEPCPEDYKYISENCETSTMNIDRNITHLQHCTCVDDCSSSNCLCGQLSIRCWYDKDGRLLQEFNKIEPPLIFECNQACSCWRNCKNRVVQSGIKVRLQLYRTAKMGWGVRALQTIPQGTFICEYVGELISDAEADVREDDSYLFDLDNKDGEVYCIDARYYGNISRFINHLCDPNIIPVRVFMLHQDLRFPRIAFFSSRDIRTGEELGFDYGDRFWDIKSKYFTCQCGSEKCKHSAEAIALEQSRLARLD
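G9a (20 nM) preincubated 15 min RT with compounds, then 500 nM biotinylated H3K9 peptide and 20 uM SAM added; 2 h RT reaction. Monomethyl-H3K9 product detected by AlphaScreen with anti-H3K9me1 antibody, streptavidin donor and anti-rabbit IgG acceptor beads.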
Numbers without * were called inactive; [ ] = another dose, or the depositor's remark. Unless noted, calls come from the whole dose curve; as a rule, active = well fitted curve in the direction sought with a large enough effect; inconclusive = small, poorly fitted or top-dose-only effect, or another doubt; inactive = no such curve, though single readings can be large; an effect the other way counts as inactive or inconclusive.

Cc1ccc(-n2nc(C(=O)NN)c(C)c(C#N)c2=O)cc1Cl was read as GLS inhibitor -4%, Pol eta inh -8%, PI4K2A inh -4, JMJD2A Tudor -23%, Pin1 inhibitor 4%, PGK inhibitor inactive, BAZ2B block 0%, HP1b binding inh 31% and G9a block inconclusive.
CCc1ccccc1NC(=O)CN(c1ccccc1OC)S(=O)(=O)c1ccc(C)cc1 was read as GLS inhibitor -1%, Pol eta inh -16%, PI4K2A inh 0, JMJD2A Tudor -15%, Pin1 inhibitor 6%, PGK inhibitor -1%, BAZ2B block 5%, HP1b binding inh 7% and G9a block -3%[59 µM].
For CC(C)Nc1nc(Cl)nc(NNC(=O)C(C)Oc2ccccc2)n1 (stereo not drawn) the results were GLS inhibitor 16%, Pol eta inh 5%, PI4K2A inh -6, JMJD2A Tudor -9%[57.1 µM], Pin1 inhibitor -3%, PGK inhibitor 0%, BAZ2B block -3%, HP1b binding inh 59%[activator] and G9a block 5%[59 µM].
`O=C(CCCC1=NS(=O)(=O)c2ccccc2N1)N1CCN(c2ccccc2)CC1` gave GLS inhibitor 17%, Pol eta inh -9%, PI4K2A inh 2, JMJD2A Tudor -18%, Pin1 inhibitor -7%, PGK inhibitor -5%, BAZ2B block 0%, HP1b binding inh 22% and G9a block -8%.
`O=C(NCC1CCCO1)c1ccccc1` (stereo not drawn) gave GLS inhibitor -9%, Pol eta inh -3%, PI4K2A inh 8, JMJD2A Tudor -8%, Pin1 inhibitor -3%, PGK inhibitor -1%, BAZ2B block -2%, HP1b binding inh 18% and G9a block 4%[59 µM].
`O=C(CNC(=S)N(Cc1ccccc1F)C1CCCCC1)NC1CC1` gave GLS inhibitor 5%, Pol eta inh -16%, PI4K2A inh -2, JMJD2A Tudor -15%, Pin1 inhibitor -5%, PGK inhibitor -8%, BAZ2B block -7%, HP1b binding inh 13% and G9a block inconclusive.
For N#CCC(=N)N1CCN(c2cccc(Cl)c2)CC1 the results were GLS inhibitor -3%, Pol eta inh -18%, PI4K2A inh -4, JMJD2A Tudor -11%, Pin1 inhibitor 0%, PGK inhibitor inactive, BAZ2B block 6%, HP1b binding inh 1% and G9a block -10%[59 µM].
Screening CC(C)(C)NC(=O)NC(=O)CN1CCN(c2ccccc2O)CC1 returned GLS inhibitor -14%, Pol eta inh 8%, PI4K2A inh -1, JMJD2A Tudor -5%, Pin1 inhibitor 2%, PGK inhibitor 0%, BAZ2B block -36%, HP1b binding inh 6% and G9a block -9%.
CC1CCC2(CC1)NC(=O)N(Cc1cc(=O)n3ccsc3n1)C2=O (stereo not drawn) was read as GLS inhibitor -18%, Pol eta inh -8%, PI4K2A inh -1, JMJD2A Tudor -5%, Pin1 inhibitor -6%, PGK inhibitor -5%, BAZ2B block 0% and HP1b binding inh 28%.
`COc1ccc(C(=O)N2c3ccccc3C(=O)OC2c2ccc3c(c2)OCO3)cc1` (stereo not drawn) gave GLS inhibitor -14%, Pol eta inh -12%, PI4K2A inh -2, JMJD2A Tudor -13%[11.4 µM], Pin1 inhibitor -8%, PGK inhibitor -3%, BAZ2B block -34%, HP1b binding inh 13% and G9a block -32%[59 µM].
For CCn1c(SCC(=O)NNC(=O)c2ccc(OC)cc2)nnc1-c1ccco1 the results were GLS inhibitor 0%, Pol eta inh -6%, PI4K2A inh 6, JMJD2A Tudor -18%, Pin1 inhibitor -1%, PGK inhibitor -2%, BAZ2B block -33%, HP1b binding inh 5% and G9a block inconclusive.
O=C(NN1CCOCC1)c1cc(-c2ccc(Cl)c(Cl)c2)nc2ccccc12 was read as GLS inhibitor 11%, Pol eta inh -16%, PI4K2A inh -3, JMJD2A Tudor -10%, Pin1 inhibitor 1%, PGK inhibitor 0%, BAZ2B block 1%, HP1b binding inh 21% and G9a block -11%[59 µM].
`Cc1ccc(S(=O)(=O)N2CCOCC2)cc1C(=O)Nc1ccncc1` gave GLS inhibitor 0%, Pol eta inh 0%, PI4K2A inh 3, JMJD2A Tudor -20%, Pin1 inhibitor -7%, PGK inhibitor inactive, BAZ2B block 1%, HP1b binding inh 15% and G9a block 17%[12.7 µM].
For CN(C(=O)c1cc2n(n1)C(C(F)(F)F)CC(c1ccco1)N2)c1ccc(OC(F)(F)F)cc1 (stereo not drawn) the results were GLS inhibitor 7%, Pol eta inh 9%, PI4K2A inh 4, JMJD2A Tudor -13%, Pin1 inhibitor 3%, PGK inhibitor -13%, BAZ2B block 8%, HP1b binding inh 26% and G9a block -30%[0.0925 µM].
`O=c1nccc(N/N=C/c2ccccc2O)[nH]1` gave GLS inhibitor 9%, Pol eta inh -5%, PI4K2A inh -53*, JMJD2A Tudor inconclusive, Pin1 inhibitor inconclusive, PGK inhibitor -29%, BAZ2B block 50µM*, HP1b binding inh 25%[57 µM] and G9a block 40%.

Reprinted from the part before: three entries; new compounds follow.
`Cc1ccc(S(=O)(=O)N2CCOCC2)cc1C(=O)Nc1ccncc1` gave GLS inhibitor 0%, Pol eta inh 0%, PI4K2A inh 3, JMJD2A Tudor -20%, Pin1 inhibitor -7%, PGK inhibitor inactive, BAZ2B block 1%, HP1b binding inh 15% and G9a block 17%[12.7 µM].
For CN(C(=O)c1cc2n(n1)C(C(F)(F)F)CC(c1ccco1)N2)c1ccc(OC(F)(F)F)cc1 (stereo not drawn) the results were GLS inhibitor 7%, Pol eta inh 9%, PI4K2A inh 4, JMJD2A Tudor -13%, Pin1 inhibitor 3%, PGK inhibitor -13%, BAZ2B block 8%, HP1b binding inh 26% and G9a block -30%[0.0925 µM].
`O=c1nccc(N/N=C/c2ccccc2O)[nH]1` gave GLS inhibitor 9%, Pol eta inh -5%, PI4K2A inh -53*, JMJD2A Tudor inconclusive, Pin1 inhibitor inconclusive, PGK inhibitor -29%, BAZ2B block 50µM*, HP1b binding inh 25%[57 µM] and G9a block 40%.
`O=C(NCCN1CCOCC1)c1ccc(N2CCCC2)c([N+](=O)[O-])c1` gave GLS inhibitor 0%, Pol eta inh -3%, PI4K2A inh 2, JMJD2A Tudor -7%, Pin1 inhibitor inconclusive, PGK inhibitor -6%, BAZ2B block -14%, HP1b binding inh 10% and G9a block -46%.
`CCC(c1nnnn1CCOC)N(Cc1cc2c(C)cc(C)cc2[nH]c1=O)CC1CCCO1` (stereo not drawn) gave GLS inhibitor 0%, Pol eta inh -3%, PI4K2A inh 6, JMJD2A Tudor -11%, Pin1 inhibitor -5%, PGK inhibitor -2%, BAZ2B block -7%, HP1b binding inh 19% and G9a block 10%[12.7 µM].
`CCC1CCCCN1C(=O)Cn1c(=O)n(CCCCCC(=O)NCc2ccc(F)cc2)c(=O)c2sccc21` (stereo not drawn) gave GLS inhibitor -1%, PI4K2A inh -3, JMJD2A Tudor -3%, Pin1 inhibitor 5%, BAZ2B block 22%, HP1b binding inh 63%[activator] and G9a block 17%[59 µM].
Cc1ccc(C)c(N2CCN(C(=O)c3cn(C)c4ccc(S(=O)(=O)N(C)C)cc4c3=O)CC2)c1 was read as GLS inhibitor 18%, Pol eta inh -13%, PI4K2A inh -2, JMJD2A Tudor -17%, Pin1 inhibitor -2%, PGK inhibitor 7%, BAZ2B block 10%, HP1b binding inh 26% and G9a block 4%.
`CCOc1ccccc1NC(=O)N1CCC(NC(=O)c2ccccc2C)CC1` gave GLS inhibitor 5%, Pol eta inh 1%, PI4K2A inh 2, JMJD2A Tudor -8%, Pin1 inhibitor -7%, PGK inhibitor 5%, BAZ2B block 7%, HP1b binding inh 45% and G9a block 0%[12.7 µM].
`CC(=O)Nc1ccc(/C=C(\C#N)C(=O)NC2CCCCC2)cc1` gave GLS inhibitor 6%, Pol eta inh -4%, PI4K2A inh -8, JMJD2A Tudor -9%, Pin1 inhibitor -2%, PGK inhibitor 3%, BAZ2B block -17%, HP1b binding inh 36% and G9a block 27%[12.7 µM].
For O=S(=O)(Nc1ncccn1)c1ccc(Cl)cc1 the results were GLS inhibitor 1%, Pol eta inh -16%, PI4K2A inh -7, JMJD2A Tudor -10%, Pin1 inhibitor 21%, PGK inhibitor 0%, BAZ2B block -4%, HP1b binding inh 30% and G9a block -11%.
Cc1cc(C)n2nc(SCC(=O)N3CCc4ccccc43)nc2n1 was read as GLS inhibitor 0%, Pol eta inh -5%, PI4K2A inh -1, JMJD2A Tudor 4%, Pin1 inhibitor -5%, PGK inhibitor -8%, BAZ2B block 0%, HP1b binding inh 26% and G9a block -4%[59 µM].
Screening CCOC(=O)Nc1ccc2c(c1)N(C(=O)CCCl)c1ccccc1[S@]2=O returned GLS inhibitor -1%, Pol eta inh -4%, PI4K2A inh 1, JMJD2A Tudor 1%, Pin1 inhibitor 0%, PGK inhibitor inactive, BAZ2B block -5%, HP1b binding inh 27% and G9a block inconclusive.
O=C(O)CCCNS(=O)(=O)c1ccccc1 was read as GLS inhibitor 12%, Pol eta inh -6%, PI4K2A inh -2, JMJD2A Tudor -17%, Pin1 inhibitor 1%, PGK inhibitor -1%, BAZ2B block -6%, HP1b binding inh 27% and G9a block -7%[59 µM].
For CNC(=O)c1[nH]cnc1C(=O)N[C@@H](CCCCNC(=O)OC(C)(C)C)C(=O)OC(C)(C)C the results were GLS inhibitor 2%, Pol eta inh -12%, PI4K2A inh -4, JMJD2A Tudor -13%, Pin1 inhibitor -8%, PGK inhibitor -1%, BAZ2B block -27%, HP1b binding inh 37% and G9a block inconclusive.
For O=C(CSc1ncccn1)NC(=O)NC1CCCC1 the results were GLS inhibitor 1%, Pol eta inh -4%, PI4K2A inh -4 and PGK inhibitor 2%.

Only part of the results is shown, so the mix of outcomes need not match the whole.
